GDH-TPI inh: counter-screen for M. tuberculosis FBA inhibitors: GDH-TPI coupled enzymes | GDH-TPI coupled enzyme counterscreen, NADH absorbance | inhibition, % at 4.8 µM | 360,000 tested, 1.2% active | AID 588335;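 note: 0% = DMSO wells and 100% = wells lacking the enzyme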
Rv3671c protease: inhibitors of M. tuberculosis serine protease Rv3671c; inhibition, % at 5.96 µM; AID 2606; 320,000 tested, 0.048% active; in the data active = inhibition above about 38%;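 note: extracellular domain of Rv3671c used as enzyme; 0% = enzyme with DMSO and 100% = no enzyme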
CCHFV vOTU inh: CCHFV vOTU protease inhibition; inhibition, % at 11.5 µM; Pep-AMC fluorescence; AID 651958; 370,000 tested, 0.55% active; note: 0% = vehicle wells with enzyme and 100% = no enzyme wells
UGM FP inh: blocks M. tuberculosis UGM enzyme; inhibition, % at 10 µM; P9WIQ1; AID 504406; purified UGM, fluorescence polarization probe displacement; 320,000 tested, 0.06% active; in the data active = inhibition above about 10%, passing the limit was not always enough; inconclusive = no clear call, values can overlap the other calls
Target sequence (P9WIQ1 whole entry, looked up): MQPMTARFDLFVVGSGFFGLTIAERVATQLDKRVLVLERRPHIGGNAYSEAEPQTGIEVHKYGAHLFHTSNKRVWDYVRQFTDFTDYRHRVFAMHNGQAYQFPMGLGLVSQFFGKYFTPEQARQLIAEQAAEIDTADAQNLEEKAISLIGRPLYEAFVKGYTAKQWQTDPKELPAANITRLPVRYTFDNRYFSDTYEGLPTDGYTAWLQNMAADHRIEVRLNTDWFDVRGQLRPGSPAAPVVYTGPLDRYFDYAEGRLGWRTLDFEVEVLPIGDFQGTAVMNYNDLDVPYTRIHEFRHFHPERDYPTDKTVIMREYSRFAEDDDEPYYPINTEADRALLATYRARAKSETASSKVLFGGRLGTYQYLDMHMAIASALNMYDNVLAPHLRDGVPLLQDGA
FadD28 binding: M. tuberculosis FadD28 bisubstrate binding inhibition; AID 588549; inhibition, % at 12.5 µM; FadD28 bisubstrate probe binding, fluorescence polarization; 360,000 tested, 0.22% active; in the data active = inhibition above about 8.5%, passing the limit was not always enough; inconclusive = no clear call, values can overlap the other calls
BioA inh: BioA (M. tuberculosis) enzyme inhibition; purified M. tuberculosis BioA enzyme, plate reader; 360,000 tested, 0.096% active; inhibition, % at 9.99 µM; in the data active = inhibition above about 40%; inconclusive = no clear call, values can overlap the other calls
MazF activator: MazEF (E. coli) toxin RNase activation; 350,000 tested, 0.32% active; activation, % at 20 µM; FAM/BHQ RNA-DNA oligo cleavage fluorescence, 5 h; P0AE70; in the data active = activation above about 50%
Target sequence (P0AE70 whole entry, looked up): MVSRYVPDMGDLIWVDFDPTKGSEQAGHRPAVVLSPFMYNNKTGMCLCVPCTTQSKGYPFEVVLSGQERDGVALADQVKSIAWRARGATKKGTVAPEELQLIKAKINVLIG
BoNT-F LC inh: blocks Botulinum neurotoxin F light chain protease. Multiplex microsphere protease cleavage assay, flow cytometry. 360,000 tested, 0.22% active. inhibition, % at 10 µM. AID 588497; in the data active = inhibition above about 35%, passing the limit was not always enough; inconclusive = no clear call, values can overlap the other calls; note: plate controls were buffer without enzyme for full effect and enzyme alone for no effect
DUSP3 inh: inhibitors of human VHR1 phosphatase (DUSP3); P51452; recombinant VHR phosphatase, pNPP absorbance; inhibition, % at 13.3 µM; 290,000 tested, 0.52% active; in the data active = inhibition above about 50%; note: some compounds called inactive have numbers as strong as hits
Target sequence (P51452 whole entry, looked up): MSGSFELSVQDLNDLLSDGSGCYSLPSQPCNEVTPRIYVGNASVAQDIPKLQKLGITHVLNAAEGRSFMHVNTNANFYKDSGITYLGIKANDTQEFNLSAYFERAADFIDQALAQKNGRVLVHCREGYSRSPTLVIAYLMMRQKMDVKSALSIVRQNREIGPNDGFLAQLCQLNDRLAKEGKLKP
Mtb FBA inh: inhibitors of M. tuberculosis fructose-bisphosphate aldolase. 360,000 tested, 2.3% active. P9WQA3. purified M. tuberculosis FBA, fluorescence read-out. inhibition, % at 1 µM. AID 588726; in the data active = inhibition above about 27%;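 note: 0% = vehicle and 100% = reference inhibitor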
Numbers without * were called inactive; u = inconclusive; x = not tested or not shown. Cut-off read from the data, not from the text of the source, unless noted: active = inhibition above about 30%; inactive = the rest. Random draw from the library (roughly 4.9% active in at least one column).

Structure,GDH-TPI inh,Rv3671c protease,CCHFV vOTU inh,UGM FP inh,FadD28 binding,BioA inh,MazF activator,BoNT-F LC inh,DUSP3 inh,Mtb FBA inh
COc1ccc(/C=C/C(=O)OCC(=O)Nc2cccc(S(=O)(=O)NC3=NCCCCC3)c2)cc1,20,-3,3,-1.6,-1.6,-0.2,-1,-11,x,4
CN(CCc1cnn(C)c1)Cc1cn(C)nc1-c1ccccc1F,1,8,-7,x,-2.7,x,1,-2,14,5
CC/C(=N\NS(=O)(=O)c1ccc(C)cc1)c1ccco1,3,4,-14,-0.7,0.3,-1.4,5,10,6,3
Cc1ccc(C(=O)NNC(=S)NC(=O)c2ccco2)cc1,20,0,3,0.0,1.0,x,-7,-1,18,3
CC(=O)c1ccc(-c2ccc(C(=O)NC3CCCCCC3)o2)cc1,0,-12,6,0.2,-0.4,x,-2,-6,7,2
Cc1cnc([N+](=O)[O-])n1CCOC(=O)NC(=O)c1cccc(F)c1,7,-5,-6,-0.7,-0.7,x,-5,2,9,3
CCC1CCCCN1CCCNC(=O)CCCOc1cc(=O)n(C)c2ccccc12 (configuration not stated),-1,4,13,-1.9,-2.3,x,7,0,12,2
O=C(Nc1cc2c3c(c1)CC(=O)N3CCC2)c1c(F)cccc1F,2,-3,1,-1.8,-0.9,x,0,-96,x,1
CN(CCc1ccccc1)C(=O)c1ccc(NC(=O)Cc2ccc(NC(=O)C3CCN(C(=O)C4CCCC4)CC3)cc2)cc1,-1,x,-1,x,-0.4,-0.1,-6,4,x,3
O=C(c1ccco1)N1CCN(Cc2c(F)cccc2Cl)CC1,3,2,-4,1.3,-2.7,-1.3,2,0,17,-1
FC(F)(F)c1nc2ncc(Cl)cc2[nH]1,-1,-5,-8,1.7,-1.8,-1.7,-2,0,-3,2
Cc1ccc(SCc2nnc(NC(=O)c3ccccc3)s2)cc1,3,-7,-7,2.2,-1.4,-2.7,-14,0,20,3
COCCN(CCOC)c1nc(-c2ccc(C)cc2)nc2ccccc12,4,-2,11,0.1,0.8,0.0,2,6,1,2
CCCNC(=O)NC(C)C12CC3CC(CC(C3)C1)C2 (configuration not stated),0,1,-13,3.7,-1.1,-0.6,-6,-9,4,-4
O=[N+]([O-])c1ccc(NC(=S)NCCc2ccc(F)cc2)cc1,14,-25,12,1.4,-5.1,x,9,-4,32,-1
O=C(CCCSc1nc2ccccc2[nH]1)N1CCN(c2ccccc2)CC1,4,-8,-5,-3.5,-2.1,1.0,3,6,3,2
COc1cccc(C(c2c(C)[nH]n(-c3ccccc3)c2=O)c2c(C)[nH]n(-c3ccccc3)c2=O)c1OC,6,-169,56*,0.4,-1.2,0.5,-2,1,5,2
Cn1c(C(=O)OC(C(=O)NC2CCCCC2)c2ccncc2)cc2sccc21 (configuration not stated),0,-1,-9,0.3,0.0,-0.2,3,-5,8,2
CCOC(=O)C1=C(N)OC2=C(C(=O)CC(C)(C)C2)C1c1ccoc1 (configuration not stated),0,-2,1,-0.8,-1.0,-1.4,0,-1,-29,-2
Cc1ccc(C(=O)Nc2cccc(C(=O)N3CCOCC3)c2)cc1Cl,3,-39,-5,-1.3,-3.4,30,1,-6,21,-3
Cc1ccnc2c(N3C(=O)C4C5C=CC(C5)C4C3=O)cccc12 (configuration not stated),-4,9,13,-0.1,-1.9,-0.6,3,5,3,8
CCOc1ccc(-c2c(C)sc3nc[nH]c(=O)c23)cc1,4,3,-11,2.0,-2.8,4.5,0,u,14,1
Cc1ccc(C(=O)NCC(=O)N2CCCCCC2)cc1,-3,0,5,-0.8,-3.2,-1.1,6,-2,-2,0
CCn1c(C)cc(/C=C2\C(=O)NC(=O)N(c3ccccc3C)C2=O)c1C,0,-7,-8,-2.5,-3.3,-0.2,-1,-1,27,-5
N#Cc1ccsc1NC(=O)C1=COCCO1,5,-4,4,1.2,-1.8,-0.5,3,-8,x,-3
Cc1ccc(Nc2n[nH]c(=S)s2)cc1,17,x,-9,x,1.4,0.0,-4,-12,x,3
C/C(CC(=O)Nc1cc(Cl)ccc1C)=N\NC(N)=O,1,0,1,-1.9,-3.2,1.6,6,-5,-7,0
CCCCN(C(=O)c1ccc(N(C)S(=O)(=O)c2ccc(C)cc2)cc1)c1c(N)n(CCC)c(=O)[nH]c1=O,7,1,16,0.3,-1.0,-1.1,-2,-5,12,5
Cc1ccc2c(c1)N(CC(=O)NCCCN1CC(C)CC(C)C1)C(=O)c1cccnc1O2 (configuration not stated),-3,5,-7,0.9,-0.7,-0.3,12,0,-14,2
CCC(=O)N1CCN(c2ccc(Cl)cc2NC(=O)Cc2ccccc2)CC1,18,7,5,0.4,1.9,14,1,3,16,2
O=C(CSc1cccc[n+]1[O-])CSc1cccc[n+]1[O-],12,6,-3,-0.9,-1.2,x,1,-2,22,-1
Cc1cc(C)c(S(=O)(=O)Nc2ccncc2)cc1C,4,5,-8,0.6,-1.5,-0.3,2,-20,30,0
O=C(NC1CCCC1)C(c1c[nH]c2ccccc12)N(C(=O)Cn1nnc(-c2ccc(Cl)cc2)n1)c1ccccc1 (configuration not stated),22,-30,4,-0.2,-1.3,-1.0,-1,13,33,-3
CC(C)C(O)C1CCN(Cc2nc(Cc3ccccc3Cl)no2)CC1 (configuration not stated),7,-11,18,-0.8,0.3,x,6,-2,17,-1
COc1ccc(-c2nc3ccccc3s2)cc1,0,x,-15,x,-1.7,x,5,-4,33,18
O=C(COc1cccnc1[N+](=O)[O-])NCc1ccco1,10,-2,2,0.2,-0.7,x,-3,-6,17,-1
COc1c(C)cc(C(=O)C2CCCN(Cc3cccc4nccnc34)C2)cc1C (configuration not stated),-5,-2,-9,0.9,-2.3,x,3,1,9,-1
COCc1nnc(NC(=O)C2CC(=O)N(c3ccc(C)c(Cl)c3)C2)s1 (configuration not stated),-6,10,-14,-0.5,-1.5,x,-6,-2,x,1
O=C(c1cc2cc([N+](=O)[O-])ccc2s1)N1CCOCC1,6,5,-3,-3.6,-2.2,x,7,2,22,2
O=S(=O)(c1cc(Cl)ccc1Br)N1CCCCC1,-2,-6,-1,-0.1,-2.7,-1.3,1,4,-12,-2

Pulled one by one from above (two):
Structure,GDH-TPI inh,Rv3671c protease,CCHFV vOTU inh,UGM FP inh,FadD28 binding,BioA inh,MazF activator,BoNT-F LC inh,DUSP3 inh,Mtb FBA inh
CC(C)C(O)C1CCN(Cc2nc(Cc3ccccc3Cl)no2)CC1 (configuration not stated),7,-11,18,-0.8,0.3,x,6,-2,17,-1
CCn1c(C)cc(/C=C2\C(=O)NC(=O)N(c3ccccc3C)C2=O)c1C,0,-7,-8,-2.5,-3.3,-0.2,-1,-1,27,-5

More results follow.
Structure,GDH-TPI inh,Rv3671c protease,CCHFV vOTU inh,UGM FP inh,FadD28 binding,BioA inh,MazF activator,BoNT-F LC inh,DUSP3 inh,Mtb FBA inh
COCCCN(Cc1ccco1)C(=O)Cn1ncc2c([nH]c3ccccc32)c1=O,4,1,4,0.8,-2.6,-0.7,-3,10,5,3
COc1ccc(/C(C)=N\n2cnnc2)cc1,3,-5,6,3.8,-5.1,-0.1,7,-5,14,-2
COc1ccc(C(=O)NC(C)Cc2cnccn2)cc1OC1CCN(C(C)C)CC1 (configuration not stated),-5,-3,3,-1.6,-2.0,1.3,1,-2,-4,-2
O=C1CCCC2=C1C(c1cccs1)CC(=O)N2c1ccc(F)cc1 (configuration not stated),1,3,4,-4.1,-1.9,-0.3,3,-3,18,3
O=C(Nc1ccnn1C1CCN(Cc2c(F)cccc2Cl)CC1)C1CCCC1,-6,0,15,-2.0,-4.5,1.7,5,-1,2,2
O=C1CSC(c2cccc(F)c2)N1c1ccccc1 (configuration not stated),9,-3,-6,1.7,-2.3,-1.1,2,-7,-2,4
C=C(C)C(=O)Nc1cccc(C(C)=O)c1,5,3,7,0.9,0.0,-0.9,-1,-9,22,4
Cc1ccc(OCCOc2ccc(S(=O)(=O)N3CCCC3)cc2C(N)=O)cc1,3,-7,8,-1.4,x,-0.7,-1,4,x,3
CCN(CC)S(=O)(=O)c1ccc(S(=O)(=O)N2CCC(N3CCCCC3)CC2)cc1,3,5,-13,0.8,-2.4,-0.3,9,9,31,5
COc1cccc(C=N[C@@H](CO)[C@@H](O)c2ccc([N+](=O)[O-])cc2)c1O,4,-9,-6,-2.4,-2.7,-0.8,-8,4,5,-5
Cc1cc(Br)ccc1SCC(=O)OCC(=O)NC1CCCC1,2,2,-5,-1.6,-2.8,-0.3,-1,-7,12,1
CCC(=O)Nc1ccc(S(=O)(=O)c2ccc(NC(=O)CC)cc2)cc1,0,3,-13,-1.0,-2.7,x,12,-23,-4,2
c1ccc(CSc2nnc(Cc3ccccn3)o2)cc1,-9,-13,-11,0.3,-2.4,-2.1,-9,-3,-8,1
CCOC(=O)[C@H]1[C@H]2COc3ccc(C)cc3[C@@H]2N2C(=O)c3cc(Br)ccc3NC(=O)[C@@]12C,1,-19,-4,-0.8,-7.2,-1.1,-1,-12,x,-1
CCC(=NC)C1=C(O)CC(c2ccccc2)CC1=O (configuration not stated),-3,-4,8,2.7,-3.3,0.7,-2,20,44,2
Cc1ccc(-c2nc3ccccc3c(=O)n2-c2ccccn2)cc1,-6,3,7,1.0,-3.3,x,4,4,-5,2
Cc1ccccc1CNC(=O)c1ccccc1N(C)S(=O)(=O)c1ccccc1,18,9,4,-0.4,-2.7,-0.6,5,10,42,1
O=C(NCc1ccco1)C(=O)NCC(c1ccco1)N1CCOCC1 (configuration not stated),-3,6,10,1.9,0.3,x,5,-1,-8,1
Cn1cccc1-c1nc2ccc(NC(=O)c3ccc([N+](=O)[O-])cc3)cc2[nH]1,30,-8,12,0.1,-6.5,-0.1,9,-12,20,-1
Cc1ccc(CC(=O)Nc2ccccc2-c2ccccc2)cc1C,3,-4,2,-4.1,-2.1,0.7,9,-6,-4,0
CC(C)CCNC(=O)C1CC(c2cccc(F)c2)=NO1 (configuration not stated),14,-7,10,-0.9,-1.2,-1.9,2,3,-4,3
COc1ccc(N2CC(C(=O)Nc3nnc(SCCC4OCCO4)s3)CC2=O)cc1 (configuration not stated),-6,-1,5,-0.5,-0.6,-0.2,0,-14,10,1

Screening data deposited in PubChem BioAssay by several laboratories.
